# Screens deposited in PubChem BioAssay by several laboratories.
# Bcl-B Bim block: inhibitors of Bim-Bcl-B interaction, human. Q9HD36. bead-based flow cytometry, Bim peptide-Bcl-B binding. inhibition, % at 10 µM. hit rate 0.073% among 190,000. AID 951;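 also: 0% = tracer peptide without compound and 100% = reference inhibitor peptide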
# Target sequence (Q9HD36 whole entry, looked up): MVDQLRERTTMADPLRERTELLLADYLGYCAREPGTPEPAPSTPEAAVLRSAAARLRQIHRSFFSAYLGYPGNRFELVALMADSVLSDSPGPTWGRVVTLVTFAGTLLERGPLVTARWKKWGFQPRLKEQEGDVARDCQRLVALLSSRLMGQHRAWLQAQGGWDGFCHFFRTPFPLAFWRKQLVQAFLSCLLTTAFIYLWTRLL
# RGS7-Gao reg: modulates binding of RGS7 to human Galphao; binding response (% of control), % at 10 µM; AID 1439; hit rate 0.35% among 220,000; P09471; Multiplexed bead flow cytometry; actives lie on both sides; in the data active = binding response below about 49% or above about 150%; inconclusive = no clear call, values can overlap the other calls; inactive = in between;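 also: fluorescent Galphao held in activated GDP-AlF4 state binding bead-coupled RGS7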
# Target sequence (P09471 whole entry, looked up): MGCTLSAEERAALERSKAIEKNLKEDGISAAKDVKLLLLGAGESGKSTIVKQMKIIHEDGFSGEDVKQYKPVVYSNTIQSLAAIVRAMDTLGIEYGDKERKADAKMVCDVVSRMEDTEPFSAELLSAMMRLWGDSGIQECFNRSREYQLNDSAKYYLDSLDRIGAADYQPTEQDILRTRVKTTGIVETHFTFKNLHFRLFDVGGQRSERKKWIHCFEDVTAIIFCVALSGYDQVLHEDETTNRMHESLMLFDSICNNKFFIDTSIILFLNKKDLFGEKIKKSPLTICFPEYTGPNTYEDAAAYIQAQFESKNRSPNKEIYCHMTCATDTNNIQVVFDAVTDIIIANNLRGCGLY
# Bcl-2 Bim block: human Bim-Bcl-2 interaction inhibition. Bead-based flow cytometry, Bim peptide-Bcl-2 binding. inhibition, % at 10 µM. hit rate 0.06% among 190,000; in the data active = inhibition above about 40%; inconclusive = no clear call, values can overlap the other calls;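 also: 0% = no compound wells with probe peptide and 100% = reference peptide inhibitor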
# RGS8-Gao reg: human RGS8-Galphao interaction regulation. P09471. multiplexed bead flow cytometry, RGS8-Galphao binding; actives lie on both sides. response (percent of control binding), % at 10 µM. hit rate 0.34% among 220,000. AID 1423; in the data active = response below about 60% or above about 140%; inactive = in between;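 also: Galphao activated as the GDP aluminium fluoride complex binding bead-coupled RGS8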
# RGS4-Gao reg: modulates binding of RGS4 to human Galphao. hit rate 0.33% among 220,000. Multiplexed bead flow cytometry; actives lie on both sides. binding response (% of control), % at 10 µM; in the data active = binding response below about 49% or above about 150%; inactive = in between;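 also: fluorescent Galphao activated with aluminum fluoride binding bead-coupled RGS4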
# Bim-Bcl-XL: inhibitors of Bim-Bcl-XL interaction, human; Bim peptide-Bcl-XL binding, bead flow cytometry, fluorescence; inhibition, % at 10 µM; Q07817; hit rate 0.04% among 190,000; AID 1007
# Bim-Bcl-W: human Bim-Bcl-W interaction inhibition; bead-based flow cytometry, Bim peptide-Bcl-W binding; inhibition, % at 10 µM; hit rate 0.02% among 190,000; AID 952;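 also: 0% = bound tracer without compound and 100% = peptide blocker; higher means less fluorescent Bim peptide bound to Bcl-W beads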
# Mcl1-Noxa inh: disrupts binding of human Mcl-1 to Noxa peptide; inhibition, % at 21.7 µM; AID 1022; TR-FRET Mcl-1/Noxa peptide binding, 2 h; hit rate 1.5% among 220,000; Q07820;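 active = compounds that cut the protein-peptide binding signal by more than 50% relative to plate controls in a single-dose test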;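 also: His-tagged Mcl-1 with rhodamine Noxa BH3 peptide and terbium anti-His antibody; 0% = Mcl-1 plus Noxa peptide wells and 100% = peptide-only wells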
# Target sequence (Q07820 whole entry, looked up): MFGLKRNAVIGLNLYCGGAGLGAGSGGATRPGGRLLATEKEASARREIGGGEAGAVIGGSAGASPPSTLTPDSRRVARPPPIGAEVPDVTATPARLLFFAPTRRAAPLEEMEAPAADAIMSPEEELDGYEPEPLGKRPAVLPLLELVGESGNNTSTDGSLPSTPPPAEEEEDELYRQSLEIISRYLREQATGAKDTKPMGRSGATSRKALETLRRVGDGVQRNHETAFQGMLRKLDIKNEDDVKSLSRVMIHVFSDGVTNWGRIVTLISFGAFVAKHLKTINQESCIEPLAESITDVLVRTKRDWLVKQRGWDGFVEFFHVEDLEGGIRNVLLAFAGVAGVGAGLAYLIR
# Mcl1 Bid PPI: Mcl-1/Bid interaction inhibition | Q07820 | TR-FRET Mcl-1/Bid-Dy647 peptide binding, 1536-well | inhibition, % at 21.7 µM | hit rate 0.97% among 220,000;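 active = compounds that cut the binding signal by more than half at the single screening dose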;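 also: His-tagged Mcl-1 with europium anti-His antibody binding Bid BH3 peptide; 0% = Mcl-1 plus peptide wells and 100% = peptide-only wells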
# Bim-Bfl-1: disrupts Bim binding to human Bfl-1; inhibition, % at 10 µM; Bead-based flow cytometry, Bim-Bfl-1 binding inhibition; AID 1008; hit rate 0.12% among 190,000;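 also: 0% = wells without compound plus tracer and 100% = blocker peptide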
# Mcl-1 Bim block: disrupts Bim peptide binding to human Mcl-1; Q07820; Bead-based flow cytometry, Bim peptide-Mcl-1 binding; inhibition, % at 10 µM; hit rate 0.1% among 190,000; AID 1009;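 also: 0% = no compound tracer wells and 100% = peptide blocker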
# Numbers without * were called inactive; ? = inconclusive; nt = no result given. Rule as the data show it, unless noted: active = inhibition above about 40%. No enrichment for hits. About 2.7% of those tested had a hit in this group.
SMILES,Bcl-B Bim block,RGS7-Gao reg,Bcl-2 Bim block,RGS8-Gao reg,RGS4-Gao reg,Bim-Bcl-XL,Bim-Bcl-W,Mcl1-Noxa inh,Mcl1 Bid PPI,Bim-Bfl-1,Mcl-1 Bim block
CC1CC(C)CN(C(=O)COc2ccc(-c3nnco3)cc2)C1 (centres undefined),4,100,3,101,100,2,1,3,-12,1,2
Cc1cc(OCC(=O)O)c2cccc(C)c2n1,0,103,-1,100,98,0,0,17,31,1,0
O=C(CCCc1cccs1)Nc1nccs1,4,108,-1,105,103,-1,0,10,11,5,0
Cc1cccc(OCC(=O)N/N=C/c2cc([N+](=O)[O-])ccc2N2CCOCC2)c1,-6,103,-3,104,102,-6,-1,4,-25,0,-5
COc1ccc(S(=O)(=O)N2CCN(c3ccc4nnc(-c5ccccc5)n4n3)CC2)cc1,-4,103,-9,98,104,-2,4,-20,-2,-9,1
COc1ccc2c(c1OC)C(=O)OC2Nc1nc2ccccc2s1 (centres undefined),nt,?,nt,96,84,nt,nt,-13,-9,nt,nt
O=C(C[n+]1ccc(-c2nnc3n2CCC3)cc1)c1ccc(Cl)cc1,31,99,8,106,108,5,18,8,3,8,0
COc1ccc2nc3ccccc3nc2c1NC(=O)c1ccc(Cl)cc1Cl,-4,103,2,104,104,-3,-2,10,5,0,21
CC(=O)c1cccc(N=C2NC(=O)CS2)c1,-13,93,-10,97,94,-6,-2,27,-32,-22,-4
CC(C)Cn1c(SCC(=O)N2CCCCC2)nc2ccccc2c1=O,-5,99,-2,91,94,-4,-6,4,-14,-1,-4
Cc1ccccc1-n1c(SCC(=O)c2c(N)n(C)c(=O)n(C)c2=O)nc2sc3c(c2c1=O)CCCC3,-8,89,-1,68,88,-3,-4,10,2,0,-2
Cc1cc(C)n(-c2nc(NCCO)c3c4c(sc3n2)CCCC4)n1,1,99,0,102,100,-2,0,7,-15,-1,-4
C=CCNC(=O)COc1cc(C)ccc1C,-6,103,-1,103,101,-5,-3,0,-10,-1,-4
Cc1nnc2c3ccccc3c(-c3cccc4ccccc34)nn12,0,103,1,100,105,0,0,2,8,0,0
Cc1ccccc1-c1noc(CCC(=O)NCC2CCCO2)n1 (centres undefined),nt,89,nt,78,87,nt,nt,13,-8,nt,nt
COc1ccc(N2CCN(C(CNS(=O)(=O)c3ccc4c(c3)OCCO4)c3ccco3)CC2)cc1 (centres undefined),8,97,4,105,97,2,5,27,-29,0,52*
COc1ccc(/C=C/C(=O)O)cc1S(=O)(=O)NCc1ccco1,nt,?,nt,102,103,nt,nt,-7,-14,nt,nt
Clc1ccccc1Cc1noc(CN2CCSCC2)n1,-4,94,-5,101,96,-4,-3,-5,-5,-8,-2
Cc1csc(NC(=O)CSc2nc(C)nc3c2c(=O)n(C)c(=O)n3C)n1,-4,102,-5,101,100,-4,0,-6,-17,-6,1
COc1ccc(CN2CCCC(C(=O)c3ccc(Cl)cc3)C2)cc1Cn1cncn1 (centres undefined),-8,100,-3,106,102,-6,-1,14,-26,-8,-3
CCCCOC(=O)c1ccc(N2C(=O)CC(N3CCN(C/C=C/c4ccccc4)CC3)C2=O)cc1 (centres undefined),-1,102,0,97,92,-4,-4,24,-34,-5,-4
C/C=C/C(=O)NCCc1ccc(OC)c(OC)c1,-3,101,-4,98,95,-3,-2,18,-31,-6,-1
CC1(C)CC(=O)CC2(C1)NCC(c1ccccc1Cl)c1c2[nH]c2ccccc12 (centres undefined),-4,101,-4,101,100,-3,-1,5,-27,-9,0
Cc1noc(C)c1S(=O)(=O)Nc1ccc(C(=O)NCc2ccccc2)cc1,-9,99,-10,101,99,-3,0,-2,-4,-17,-4
CC1=C(C(=O)OCc2ccc3c(c2)OCO3)C(c2cccc([N+](=O)[O-])c2)NC(=O)N1 (centres undefined),-3,114,-1,140,117,-1,0,3,6,0,-2
COc1ccc(-c2ncccc2O)cc1,-3,102,-2,105,102,0,0,-8,-33,0,-1
O=C(Cc1nc(=O)c2ccccc2s1)Nc1ccccc1,-3,100,-2,63,99,-2,-2,-13,-15,0,-2
Cc1ccc(NC2=CC(=O)CC(c3ccccc3)C2)cc1 (centres undefined),-9,106,0,103,105,-8,-5,-7,-5,-3,-5
O=C(NCCSCc1ccccc1)c1ccccc1,-4,103,-5,102,104,-4,-3,24,-8,-13,-3
O=[N+]([O-])c1ccc(NC(=S)N2CCN(c3ccc(F)cc3)CC2)cc1,-14,92,-5,94,92,0,1,13,-18,-2,0
CCOC(=O)CSc1nnc(CNc2cccc(Cl)c2)n1-c1ccccc1,-3,105,-4,102,105,-2,-3,1,-53,-1,-2
CC(C)c1nnc(NC(=O)CCC(=O)NC2CCCCC2)s1,nt,?,nt,100,99,nt,nt,8,-3,nt,nt
COc1ccnc(Oc2ccc(F)cc2)c1C(=O)N/C=N/OCc1ccc(F)cc1,-8,100,-3,102,102,-3,-3,-12,1,-3,-8
Cc1cc(C(=O)OCC(=O)c2ccc3c(c2)NC(=O)CO3)c2ccccc2n1,-4,103,-10,103,102,-3,1,37,63*,-7,0
Cc1ccc(Cn2nnc3c(=O)n(CC(=O)NCc4ccc5c(c4)OCO5)cnc32)cc1,-11,108,-2,106,107,-5,-5,-5,-8,1,0
CC(C)(C)OC(=O)CNC(=O)c1[nH]cnc1C(=O)N[C@@H](CCCCNC(=O)OC(C)(C)C)C(=O)OC(C)(C)C,nt,?,nt,102,99,nt,nt,-18,-28,nt,nt
CSc1ccc(CNc2ccccn2)cc1,-11,99,-21,101,101,-11,-9,7,-25,-24,-8
O=[N+]([O-])c1ccc2[nH]nc(-c3ccccc3)c2c1,-2,98,0,99,102,-3,-2,23,0,-6,44*
O=C(COc1cccc2ccccc12)NNC(=O)CSCCO,-2,103,6,104,105,-4,-1,8,-9,1,-3
CCCCC(=O)Nc1cccc2c1C(=O)N(c1ccccc1)C2=O,-3,103,-2,105,100,0,-1,-19,-10,-1,-1
CCOc1cc(NC(=S)NCCCN2CCOCC2)c(OCC)cc1NC(=O)C(C)C,-2,103,1,106,106,-2,0,15,-80,0,0
CCN1C(=O)/C(=C/c2ccc(OC)c(OC)c2)N=C1SCC(=O)NCc1ccco1,-5,97,-2,95,94,-6,-3,13,-6,1,-4
CCc1c(C(=O)Nc2cc(C)ccc2OC)[nH]c(C)c1C(C)=O,-6,101,-1,103,101,0,4,6,96*,-9,2
CCSc1cc(Cl)nc(N)n1,nt,?,nt,100,100,nt,nt,1,-8,nt,nt
Cc1ccc(C)n1C(CC(=O)O)c1ccc(C#N)cc1 (centres undefined),-2,101,-8,100,102,-6,-2,11,-70,-4,-1
COC(=O)c1ccc(Oc2ccc3nncn3n2)cc1,-6,95,0,95,97,-5,-7,-1,-6,-2,0
CC(=O)c1ccccc1OC(=O)CCN1C(=O)C2C3C=CC(C4CC34)C2C1=O (centres undefined),-5,101,-3,98,97,-1,-6,-14,-39,-2,-24
COC(=O)c1c(N2C(=O)Nc3ccccc3N2O)sc2c1CCCC2,0,102,3,103,102,-1,0,22,6,0,-1

# 7 records drawn at random from the list so far:
SMILES,Bcl-B Bim block,RGS7-Gao reg,Bcl-2 Bim block,RGS8-Gao reg,RGS4-Gao reg,Bim-Bcl-XL,Bim-Bcl-W,Mcl1-Noxa inh,Mcl1 Bid PPI,Bim-Bfl-1,Mcl-1 Bim block
CCN1C(=O)/C(=C/c2ccc(OC)c(OC)c2)N=C1SCC(=O)NCc1ccco1,-5,97,-2,95,94,-6,-3,13,-6,1,-4
CCSc1cc(Cl)nc(N)n1,nt,?,nt,100,100,nt,nt,1,-8,nt,nt
COC(=O)c1c(N2C(=O)Nc3ccccc3N2O)sc2c1CCCC2,0,102,3,103,102,-1,0,22,6,0,-1
COC(=O)c1ccc(Oc2ccc3nncn3n2)cc1,-6,95,0,95,97,-5,-7,-1,-6,-2,0
CCc1c(C(=O)Nc2cc(C)ccc2OC)[nH]c(C)c1C(C)=O,-6,101,-1,103,101,0,4,6,96*,-9,2
CC(=O)c1ccccc1OC(=O)CCN1C(=O)C2C3C=CC(C4CC34)C2C1=O (centres undefined),-5,101,-3,98,97,-1,-6,-14,-39,-2,-24
Cc1ccc(C)n1C(CC(=O)O)c1ccc(C#N)cc1 (centres undefined),-2,101,-8,100,102,-6,-2,11,-70,-4,-1

# (continued)
SMILES,Bcl-B Bim block,RGS7-Gao reg,Bcl-2 Bim block,RGS8-Gao reg,RGS4-Gao reg,Bim-Bcl-XL,Bim-Bcl-W,Mcl1-Noxa inh,Mcl1 Bid PPI,Bim-Bfl-1,Mcl-1 Bim block
C/C(=N\O)C(C)(C)Nc1ccc(Cl)cc1,nt,?,nt,99,96,nt,nt,-6,-55,nt,nt
O=C(O)CC(Cn1[nH]nnc1=S)c1ccccc1 (centres undefined),-10,96,-10,103,98,-6,0,20,3,-7,1
Cc1nnc(-c2cccc(C(F)(F)F)c2)nc1N1CCOCC1,-4,101,-3,102,103,-5,3,6,-38,-2,1
CCOC(=O)c1cn(CC(=O)Nc2ccc(C(C)C)cc2)nn1,-4,98,-6,98,97,-4,0,13,-15,-10,0
CCN(CC)c1ccc(NC(=O)C2=CCN(S(=O)(=O)c3ccc(F)cc3)CC2)c(C)c1,-16,103,-1,104,101,-4,-3,44,-19,0,-4
Cc1ccccc1OCC(O)Cn1c(NCCN(C)C)nc2c1c(=O)n(C)c(=O)n2C (centres undefined),-5,100,-2,102,101,-2,3,18,-24,-3,0
CCOCCCn1c(=S)[nH]c2cc(C(=O)NCCOC)ccc2c1=O,-3,101,-2,102,98,-1,-1,2,-46,-3,1
Cc1ccc(CNC(=O)c2cn(C3CCCC3)c(=O)c3c2c2ccccc2n3C)o1,4,94,7,91,96,3,9,50,-34,22,1
CSc1nc2ncc(-c3ccsc3)c(N)n2n1,-3,99,0,101,97,-2,-1,-1,-14,-9,-1
CCOC(=O)C1(C)NC(c2cccs2)C2C(=O)N(c3ccccc3)C(=O)C21 (centres undefined),-1,105,-2,95,93,0,3,19,1,-3,1
